A549 tox: Nrf2 qHTS screen for inhibitors: counterscreen for cytotoxicity; A549 ARE-Fluc cells, CellTiter-Fluor viability, 18-24 h; Potency, µM (doses to about 46 µM), for the others: at the highest dose activity change, negative = cytotoxicity, most hits filed as inhibitors; hit rate 0.16% among 390,000; also: potency is read from the fitted curve at half-maximal effect; % is scaled to controls: 0 for no effect and ±100 for the full control effect
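A549 ARE-Fluc cells in 5% FBS OPTI-MEM, 5000 cells/well, rested 2 h then exposed to compounds in concentration-response for 18-24 h at 37 °C. Viability by CellTiter-Fluor fluorescence (Ex 405/Em 525) after 30 min; luciferase luminescence (BugLite, 15 min, RT) read afterwards.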
Nrf2 inh: Nrf2 qHTS screen for inhibitors; A549 ARE-Fluc reporter, luciferase luminescence, 18-24 h; Potency, µM (titrated, usually from 46 µM), inactives show top-dose activity change, negative = inhibition, most hits filed as inhibitors; hit rate 2.1% among 360,000; also: potency is read from the fitted curve at half-maximal effect; % is scaled to controls: 0 for no effect and ±100 for the full control effect; nearly all actives have a fitted effect of over 60% in size
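In this cell-based qHTS, ARE-driven firefly luciferase in A549 cells reports Nrf2 activity; the luminescent signal after BugLite lysis is the measured value, with a prior CellTiter-Fluor read for cell health.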
CCT modulator: High-Throughput Screening for Modulators of Cytosolic Chaperonin Activity; hit rate 0.3% among 360,000; AID 651819, 2012; activity change, % (test concentration not listed), hits read low; purified chaperonin ATPase assay, HTRF ADP detection, 30 min; in the data active = activity change below about -30%; also: % is scaled to controls: 0 for no effect and ±100 for the full control effect
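We incubate TRiC, 40 or 20 nM final, with library compounds at 76 uM and 10 uM ATP for 30 min at 37 °C. ADP formed is detected with Transcreener HTRF reagents after 30 min at room temperature.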
ATXN viability: Viability Counterscreen for Primary qHTS for Inhibitors of ATXN expression | S2 cells (HEK-293 line with an ATXN2-luciferase reporter) viability, CellTiter-Fluor protease fluorescence, 24 h | Potency, µM (highest dose often 56.7 µM), most hits filed as cytotoxic | hit rate 0.49% among 400,000; also: potency is read from the fitted curve at half-maximal effect; nearly all actives have a fitted effect of over 40% in size
Nrf2 ARE act: qHTS of Nrf2 Activators; AREc32 ARE-luciferase reporter (MCF7-derived line), luminescence, 24 h; Potency, µM (doses to about 46.1 µM), for the others: at the highest dose activation, usual class: activators; hit rate 0.31% among 410,000; AID 624171, 2012; also: potency is read from the fitted curve at half-maximal effect; % of control where 0% means no effect; nearly all actives have a fitted effect of over 65% in size
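For detection, Steady-Glo was added and plates sat 30 min at RT; before that, AREc32_Fluc cells grown overnight in OPTI-MEM/5% FBS had been treated with 23 nL compound for 24 hr at 37 deg C.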
HepG2 viability: qHTS for Inhibitors of TGF-b: Cytotox Counterscreen; Potency, µM (doses to about 46.1 µM), inactives show at the highest dose activity change, negative = cytotoxicity, usual class: cytotoxic; hit rate 0.76% among 410,000; HepG2 CAGA-GFP viability, ATP luminescence, 18 h; AID 588856, 2011; also: potency is read from the fitted curve at half-maximal effect; some results filed as inactive show a strong effect at the top dose
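HepG2 CAGA-GFP cells (1000/well, DMEM with 1% FBS) received compound, then TGF-beta at 500 pg/mL final, and were incubated 18 hours at 37 degrees C. Viability was read by CellTiter-Glo luminescence. Media-only wells were set as complete cell-killing and DMSO as no toxicity.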
TGFb SMAD3 inh: qHTS for Inhibitors of TGF-b. HepG2 CAGA-GFP TGF-b/SMAD3 reporter, GFP fluorescence, 18 h; TGF-beta stimulated, 500 pg/mL final. Potency, µM (titrated, usually from 46.1 µM), without a hit: at the top dose activity, negative = inhibition, usual class: inhibitors. hit rate 1.2% among 410,000; also: potency is read from the fitted curve at half-maximal effect; % is scaled to controls: 0 for no effect and ±100 for the full control effect; nearly all actives have a fitted effect of over 65% in size
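Read-out: total well GFP (ex488/em500-530) summed from mean per-cell fluorescence. Cells: HEPG2 CAGA-GFP, 1% FBS DMEM, 18 h at 37 degrees C with 500 pg/mL final TGF-beta. Unstimulated wells served as the full-inhibition control; stimulated DMSO wells = 0%.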
Mm-Cpn inhibitor: Inhibitors of TCP-1 ring complex (TRiC) of Methanococcus maripaludis (MmCpn): qHTS | Chaperonin Mm-Cpn (Methanococcus maripaludis) | purified Mm-Cpn ATPase, ADP Transcreener TR-FRET | Potency, µM (doses to about 76.9 µM), for inactives: at the top dose activity, negative = inhibition, actives largely listed as inhibitors | hit rate 0.031% among 330,000; also: potency is read from the fitted curve at half-maximal effect; % is scaled to controls: 0 for no effect and ±100 for the full control effect; nearly all actives have a fitted effect of over 80% in size
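ATPase read-out: TR-FRET ADP immunoassay (anti-ADP Eu cryptate vs ADP-d2), ex 320 nm, em 590/665 nm; signal drops as ADP forms. Enzyme 25 nM, ATP 10 uM, 30 min at 37°C after 10 min compound preincubation.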
Akt phos inh: HTS Assay for Inhibitors of Akt Phophorylation: Primary Screen; Neuro2A IGF-stimulated pAkt S473 HTRF, 20 min; stronger effect = lower value; AID 651550, 2012; hit rate 0.32% among 360,000; activity change, % for hits at 50 µM; in the data active = activity change below about -80%; inconclusive = mostly about -51% to -80%; also: % is scaled to controls: 0 for no effect and ±100 for the full control effect
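Neuro2A cells in DMEM with 0.5% FBS, overnight at 37 deg C, given compound at single 50 µM final, then IGF (6 nM final) for 20 min at 37 deg C. Lysed; phospho-Akt Ser473 by HTRF after 24 h, 665/615 ratio.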
The depositor's hits bear a star; i = inactive; ? = inconclusive; . = no result given; [ ] = another dose, or the depositor's remark. Unless noted, calls follow the shape of the dose curve; as a rule, active = well fitted curve in the direction sought with a large enough effect; inconclusive = small, poorly fitted or top-dose-only effect, or another doubt; inactive = no such curve, though single readings can be large; an effect the other way counts as inactive or inconclusive.

SMILES	A549 tox	Nrf2 inh	CCT modulator	ATXN viability	Nrf2 ARE act	HepG2 viability	TGFb SMAD3 inh	Mm-Cpn inhibitor	Akt phos inh
O=c1cc(-c2ccccc2)c2ccccc2[nH]1	-7%	-25%	-1.8	?	-0.4%	-26%	-4%	0%	i
Cc1c(NC(=O)c2ccccc2N)cccc1C(=O)O	-1%	?	0.5	i	-0.6%	-12%	1%	2%	i
CC(=O)C1=C(c2ccccc2)NC(=O)NC1c1ccc2c(c1)OCO2 (stereo not drawn)	2%	3%	0.1	i	0.6%	-9%	15%	-1%	i
Cc1c(C(=O)Nc2c(F)cccc2F)sc2ncn(CC(=O)N3CCCCC3)c(=O)c12	0%	-27%	1.2	i	-0.1%	-9%	-2%	0%	i
NS(=O)(=O)c1ccc(N/N=C/c2cn(-c3ccccc3)nc2-c2cccs2)c([N+](=O)[O-])c1	13µM*	10µM*	-0.5	?	-1.9%	-61%	?	1%	i
COCCn1c(SCC(=O)Nc2cccc(NC(C)=O)c2)nc2c([nH]c3ccccc32)c1=O	1%	0%	-0.7	i	4.5%	-18%	4%	-4%	i
CSc1nc(O)c(C(c2ccccc2)c2c(O)nc(SC)[nH]c2=O)c(=O)[nH]1	-2%	13%	0.6	?	2.4%	12%	-8%	0%	i
Cc1ccccc1NC(=O)CCN1C(=O)c2ccccc2C1=O	4%	2%	1.6	i	-0.5%	8%	0%	1%	i
Cc1ccc2nc(-c3ccccc3)c(Cc3ccccc3C(F)(F)F)n2c1	.	.	1.5	?	-0.6%	-83%	?	.	i
CCCCCn1c(SCC(=O)c2ccccc2)nc2cc(C(=O)NCc3ccco3)ccc2c1=O	-3%	1%	1.0	i	-1.0%	6%	0%	-8%	i
O=C(Nc1ccc(F)cc1)c1ccc(Cn2cnnn2)cc1	-2%	3%	-0.1	i	-0.3%	15%	1%	-1%	i
Cc1ccccc1NC(=O)N1CCCN(c2ccc(C#N)cn2)CC1	2%	-20%	-0.7	i	-0.3%	25%	0%	2%	i
CCCOc1ccc(CNC(=S)NCc2ccc(OC(C)C)cc2)cc1	17%	0%	2.9	i	-0.6%	-41%	?	0%	i
COc1ccc(Nc2nc(C)cc(=O)[nH]2)cc1	1%	-5%	-3.3	i	-0.5%	-3%	15%	4%	i
CCOc1ccc(N2C(=O)CC(SC(=NC)Nc3cccc(F)c3)C2=O)cc1 (stereo not drawn)	-15%	?	-0.4	i	-0.1%	-26%	-23%	0%	i
CCCOc1ccc(N2CC(C(=O)NCCc3ccc(OC)c(OC)c3)CC2=O)cc1 (stereo not drawn)	-3%	9%	-1.9	.	3.4%	0%	-14%	-2%	i
CCOc1ccc(CCNC(=O)c2cc3c(=O)n(C)c4ccccc4c3n2C)cc1	-3%	-12%	.	?	0.1%	-18%	?	.	.
CC1(C)OCC(C2CC(c3ccccc3)NS(=O)(=O)O2)O1 (stereo not drawn)	-3%	3%	-1.6	i	0.2%	-1%	2%	0%	i
Nc1[nH]n2c(=O)cc(-c3ccccc3)nc2c1N=Nc1ccc(S(N)(=O)=O)cc1	-21%	?	0.3	i	1.7%	2%	58%[activator]	0%	i
Cc1c(-c2cc(C(=O)O)c3ccccc3n2)cnn1C	-1%	-4%	0.6	?	-0.7%	-10%	1%	3%	i
CCCCN1C(=S)NC[C@@H]1Cc1ccc(O)cc1	0%	13%	0.5	i	0.3%	-1%	-19%	1%	i
CCOCCCNC(=O)CN1C(=O)COc2ccc(S(=O)(=O)N3CC(C)CC(C)C3)cc21 (stereo not drawn)	5%	5%	-1.1	?	-0.5%	-5%	-5%	-9%	i
CN(C)CCOCCOc1ccc(Cl)cc1Br	4%	2%	-0.3	i	-0.8%	-14%	0%	?	i
CCC(Cc1ccccc1)NC(=O)CN1C(=O)COc2ccc(S(=O)(=O)N3CCCCCC3)cc21 (stereo not drawn)	13%	-3%	.	i	-0.2%	-20%	-15%	.	.
CC(C)n1nc(C(=O)NCCCN2CCCC2=O)c2ccccc2c1=O	-6%	-5%	0.4	i	0.1%	4%	-12%	0%	i

3 of the entries above in order of the Nrf2 inh value, rising:
| structure | Nrf2 inh | CCT modulator | Nrf2 ARE act | TGFb SMAD3 inh | Mm-Cpn inhibitor | Akt phos inh |
| --- | --- | --- | --- | --- | --- | --- |
| Cc1c(-c2cc(C(=O)O)c3ccccc3n2)cnn1C | -4% | 0.6 | -0.7% | 1% | 3% | i |
| CCCOc1ccc(N2CC(C(=O)NCCc3ccc(OC)c(OC)c3)CC2=O)cc1 (stereo not drawn) | 9% | -1.9 | 3.4% | -14% | -2% | i |
| CCCCN1C(=S)NC[C@@H]1Cc1ccc(O)cc1 | 13% | 0.5 | 0.3% | -19% | 1% | i |

Remaining list, next part:
SMILES	A549 tox	Nrf2 inh	CCT modulator	ATXN viability	Nrf2 ARE act	HepG2 viability	TGFb SMAD3 inh	Mm-Cpn inhibitor	Akt phos inh
COc1ccccc1C(=O)Nc1ccc2c(c1)nc1n2CCN(C2CCCCC2)C1	9%	-1%	-1.9	i	0.2%	-17%	-16%	-8%	i
CCOc1ccccc1C(=O)N1CCN=C1SC	-10%	0%	1.0	i	-0.6%	-2%	8%	0%	i
CCCNC(=O)C1(CC2CC(c3ccccc3)=NO2)CCNCC1 (stereo not drawn)	-5%	-1%	0.0	i	-0.7%	-3%	4%	.	i
CC(C)(C)N(Cc1ccccc1)C(=O)c1cc2ccccc2o1	0%	6%	-1.1	?	-0.2%	-26%	?	1%	i
CCn1nnc(-c2ccccc2NS(=O)(=O)c2ccc(C(=O)OC)cc2)n1	-12%	-29%	0.8	i	-0.4%	1%	6%	0%	.
CNC(=O)C1(C(F)(F)F)CC(CCCO)CCCO1 (stereo not drawn)	5%	4%	.	.	.	-11%	-9%	.	.
NS(=O)(=O)c1cccc(NC(=O)CC2(CC(=O)O)CCCC2)c1	-6%	3%	-0.7	i	-0.6%	5%	7%	1%	i
O=C(NCc1ccco1)c1cnn2c(C(F)(F)F)cc(-c3cccs3)nc12	-2%	.	-3.2	i	16%	-12%	3%	-1%	i
Cc1ccc(S(=O)(=O)N2CCOCC2)cc1NC(=O)COC(=O)Cc1cccs1	-9%	0%	-5.4	i	-0.7%	1%	-14%	2%	i
COC(=O)c1nc(-c2ccc(C)cc2)oc1N(C)C	7%	6%	-4.0	i	3.5%	-8%	0%	-4%	i
COc1cc([N+](=O)[O-])c(N2CCOCC2)c([N+](=O)[O-])c1OC	0%	-14%	-2.9	i	2.3%	0%	-18%	0%	i
CCCn1c(SCC(=O)Nc2cc(Cl)ccc2Cl)n[nH]c1=O	0%	-13%	-0.5	i	0.2%	-16%	-9%	0%	i
CC1CCc2nn(CC(=O)Nc3ccc(F)cc3F)cc2C1 (stereo not drawn)	6%	2%	-0.9	i	-0.7%	-9%	8%	0%	i
Cc1nc(N2N=C(c3ccc(Cl)cc3)CC2c2ccco2)sc1C(=O)N(C)C (stereo not drawn)	0%	-3%	-0.8	.	14%	-5%	-49%	-5%	i
Cc1ccn2c(=O)c(C(=O)NCCCN3CCCC3=O)c(O)nc2c1	-4%	13%	-0.9	i	-0.8%	5%	-1%	0%	i
COC(=O)c1cc(OC)c(OC)cc1NC(=O)CCC1CCCC1	8%	5%	-2.4	i	-0.4%	-1%	3%	-3%	i
COc1ccc(N(CC(=O)NC2CCCC2)C(=O)CCC(=O)Nc2cc(C)on2)c(OC)c1	-1%	5%	-1.8	i	0.1%	-3%	0%	1%	i
CCn1c(=O)[nH]c2ccccc2c1=O	2%	-19%	-2.9	i	0.2%	-24%	5%	-1%	i
CC(C)CCNC(=O)c1cc(Sc2ccc(F)cc2F)nc2ccccc12	4%	.	.	.	-0.3%	-21%	-1%	.	.
Clc1ccc2c(c1)-c1ccccc1C1=NCCN12	.	.	0.5	?	-4.9%	-3%	?	.	i
Cc1cc(C)c(NC(=O)c2ccc3c(c2)NC(=O)C(C)S3)c(C)c1 (stereo not drawn)	-2%	4%	-1.6	i	-0.5%	-13%	1%	0%	i
Cc1cccc2c1N(CCOc1ccccc1)C(=O)C2=O	9%	-13%	-1.6	i	3.5%	23%	-21%	?	i
Cc1ccc(OCCCn2c(-c3ccc(Cl)cc3)nc3ccccc3c2=O)c(C)c1	10%	12%	.	i	3.4%	-4%	8%	.	.
CCOC(=O)c1[nH]c2ccccc2c1N=C(C)N(CC)CC	5%	11%	-2.0	i	0.3%	4%	-13%	1%	i
COc1cccc(CCc2nnc(CCC(=O)N3CCCC3c3nccs3)o2)c1 (stereo not drawn)	2%	8%	-2.5	i	-0.8%	-4%	-7%	0%	i

Given field by field: entries from further up
Cc1ccn2c(=O)c(C(=O)NCCCN3CCCC3=O)c(O)nc2c1
  A549 tox: -4% | Nrf2 inh: 13% | CCT modulator: -0.9 | ATXN viability: i | Nrf2 ARE act: -0.8% | HepG2 viability: 5% | TGFb SMAD3 inh: -1% | Mm-Cpn inhibitor: 0% | Akt phos inh: i
COC(=O)c1cc(OC)c(OC)cc1NC(=O)CCC1CCCC1
  A549 tox: 8% | Nrf2 inh: 5% | CCT modulator: -2.4 | ATXN viability: i | Nrf2 ARE act: -0.4% | HepG2 viability: -1% | TGFb SMAD3 inh: 3% | Mm-Cpn inhibitor: -3% | Akt phos inh: i
COc1ccc(N(CC(=O)NC2CCCC2)C(=O)CCC(=O)Nc2cc(C)on2)c(OC)c1
  A549 tox: -1% | Nrf2 inh: 5% | CCT modulator: -1.8 | ATXN viability: i | Nrf2 ARE act: 0.1% | HepG2 viability: -3% | TGFb SMAD3 inh: 0% | Mm-Cpn inhibitor: 1% | Akt phos inh: i
